PAFAH1B3 FP inh = PAFAH1B3 (human) inhibition. AID 492972. recombinant PAFAH1B3, FP-rhodamine probe, fluorescence polarization. inhibition, % at 3.39 µM. 0.28% of 340,000 active;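 active means inhibition above the screen-wide average of all tested compounds plus 3 SD, cut at about 25% in these data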;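 further: 0% = enzyme with DMSO only and 100% = wells lacking PAFAH1B3 protein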
GSTO1 counter = counter-screen for RBBP9 inhibitors: inhibitors of human GSTO1 | inhibition, % at 5.96 µM | 1.1% of 300,000 active | P78417 | AID 1974 | recombinant GSTO1, activity-based probe fluorescence polarization;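 active means inhibition above the campaign mean inhibition plus 3 SD, cut at about 35% in these data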;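 further: 0% = GSTO1-1 with DMSO and 100% = wells lacking GSTO1-1 enzyme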
Target sequence (P78417 whole entry, looked up): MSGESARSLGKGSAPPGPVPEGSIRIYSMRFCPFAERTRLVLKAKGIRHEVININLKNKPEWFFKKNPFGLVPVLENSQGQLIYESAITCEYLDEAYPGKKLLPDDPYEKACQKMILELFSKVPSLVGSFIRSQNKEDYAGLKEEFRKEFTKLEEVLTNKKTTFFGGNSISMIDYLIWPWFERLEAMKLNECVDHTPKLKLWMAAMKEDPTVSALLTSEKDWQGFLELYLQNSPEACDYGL
PAFAH1B2 FP inh = blocks human PAF acetylhydrolase 1b catalytic subunit 2. P68402. recombinant PAFAH1B2, FP-rhodamine activity probe, fluorescence polarization. inhibition, % at 3.39 µM. 1.2% of 340,000 active. AID 492953;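 active means inhibition above the mean of all tested compounds plus 3 SD, cut at about 24% in these data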;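 further: 0% = enzyme with DMSO and 100% = wells lacking PAFAH1B2; many of its hits are not listed in these tables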
PAD4 FP inh = blocks human protein arginine deiminase 4. Q9UM07. recombinant PAD4, RCA probe fluorescence polarization. inhibition, % at 6.36 µM. 0.41% of 330,000 active;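 active means percent inhibition above a cutoff equal to the mean of all tested compounds plus 3 SD, cut at about 15% in these data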;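 further: 0% = PAD4 with RCA probe and DMSO and 100% = probe without PAD4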
Target sequence (Q9UM07 whole entry, looked up): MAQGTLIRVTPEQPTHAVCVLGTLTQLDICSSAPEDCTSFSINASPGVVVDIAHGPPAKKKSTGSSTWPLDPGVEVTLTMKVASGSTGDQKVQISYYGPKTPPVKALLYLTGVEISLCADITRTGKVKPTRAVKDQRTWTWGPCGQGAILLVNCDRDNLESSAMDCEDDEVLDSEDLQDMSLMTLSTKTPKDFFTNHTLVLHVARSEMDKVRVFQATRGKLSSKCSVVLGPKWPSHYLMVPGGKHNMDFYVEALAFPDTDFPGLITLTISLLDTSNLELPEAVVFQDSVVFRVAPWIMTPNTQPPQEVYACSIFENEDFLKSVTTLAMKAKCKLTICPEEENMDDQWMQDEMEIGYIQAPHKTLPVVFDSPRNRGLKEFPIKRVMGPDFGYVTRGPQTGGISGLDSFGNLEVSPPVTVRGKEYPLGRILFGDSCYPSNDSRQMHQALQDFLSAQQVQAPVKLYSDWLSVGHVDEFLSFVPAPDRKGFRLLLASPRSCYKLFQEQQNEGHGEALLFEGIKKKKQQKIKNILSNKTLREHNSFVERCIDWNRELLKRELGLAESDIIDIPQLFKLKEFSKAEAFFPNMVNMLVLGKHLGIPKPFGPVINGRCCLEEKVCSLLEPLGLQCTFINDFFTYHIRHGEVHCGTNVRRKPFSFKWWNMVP
PME-1 primary = blocks human protein phosphatase methylesterase 1; Q9Y570; AID 2130; inhibition, % at 5.9 µM; 0.53% of 320,000 active; recombinant PME-1, FP-Rh probe fluorescence polarization;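 active means inhibition above the campaign mean of all compounds plus 3 SD, cut at about 26% in these data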;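 further: competitive labeling of PME-1 active site by serine hydrolase directed probe; 0% = PME-1 with DMSO and 100% = wells lacking PME-1 enzyme; inhibitors block probe labeling so polarization falls and inhibition rises; many of its hits are not listed in these tables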
pPAFAH FP inh = pPAFAH (human) enzyme inhibition | Q13093 | recombinant pPAFAH, FP-rhodamine probe fluorescence polarization | inhibition, % at 3.39 µM | 1.5% of 330,000 active | AID 463082;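 active means inhibition above the mean inhibition across the screen plus 3 SD, cut at about 25% in these data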;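 further: inhibitors block binding of the rhodamine activity-based probe so polarization drops; 0% = enzyme with DMSO and 100% = wells lacking pPAFAH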
LYPLA1 inh = LYPLA1 (human) inhibition in PME1 counter-screen | recombinant LYPLA1, FP-Rh probe fluorescence polarization | inhibition, % at 5.9 µM | 0.16% of 320,000 active | AID 2174;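 active means inhibition above the mean of all tested compounds plus 3 SD, set per campaign, cut at about 14% in these data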;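 further: inhibitors block serine hydrolase probe labeling of LYPLA1 so polarization falls; 0% = enzyme with DMSO and 100% = wells lacking LYPLA1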
LYPLA2 counter = blocks human lysophospholipase 2, a PME1 counter-screen; AID 2177; recombinant LYPLA2, FP-Rh probe fluorescence polarization; O95372; 0.38% of 320,000 active; inhibition, % at 5.9 µM;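 active means inhibition above the screen-wide mean plus 3 SD, limit set per campaign, cut at about 26% in these data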;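 further: 0% = LYPLA2 with DMSO and 100% = wells lacking LYPLA2 enzyme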
PAFAH2 FP inh = PAFAH2 (human) inhibition. 0.99% of 340,000 active. recombinant PAFAH2, FP-rhodamine activity probe, fluorescence polarization. Q99487. AID 492956. inhibition, % at 3.39 µM;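 active means inhibition above the mean over all tested compounds plus 3 SD, cut at about 30% in these data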;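 further: inhibitors block probe labeling of enzyme so polarization drops; 0% = enzyme with DMSO and 100% = wells lacking PAFAH2 protein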
Numbers without * were called inactive; . = not tested or not shown. An excerpt; count on the stated rates, not on these rows.

Every second line gives: PAFAH1B3 FP inh	GSTO1 counter	PAFAH1B2 FP inh	PAD4 FP inh	PME-1 primary	pPAFAH FP inh	LYPLA1 inh	LYPLA2 counter	PAFAH2 FP inh
1) CC(C)CNS(=O)(=O)c1ccc(CCC(=O)NCCc2ccccc2)cc1
→ 0	-2	3	-3	9	7	4	7	1
2) COc1ccccc1C1Nc2cccc3cccc(c23)N1
→ 7	50*	6	-9	8	22	-6	-4	13
3) NC(=O)c1ccsc1NC(=O)COC(=O)/C=C/c1ccccc1[N+](=O)[O-]
→ 8	.	5	-7	.	13	.	.	15
4) Nc1ccn(Cc2ccccc2F)n1
→ 1	12	-1	-2	-1	3	-2	-3	-3
5) O=C(NCc1ccccn1)C1(C(F)(F)F)C/C(=C\CCO)CCCO1 (stereo not given)
→ 19	2	-2	3	-6	3	0	-4	3
6) COc1cc(C(=O)Nc2nc(-c3ccc(F)cc3)cs2)ccc1OCC(=O)N1CCOCC1
→ -1	-6	-3	1	-2	1	-8	1	1
7) CSCCC(=O)N1C(C)CCCC1C(=O)O (stereo not given)
→ 4	5	2	-2	0	4	3	4	4
8) O=C(COC(=O)c1ccccc1C(=O)c1ccc(Cl)c([N+](=O)[O-])c1)NC1CC1
→ 2	6	0	0	1	6	4	9	16
9) CC(C)(C)CC(=O)NC(=S)Nc1ccccc1[N+](=O)[O-]
→ 4	9	6	-2	-2	6	0	18	4
10) CC1CCCC(N2CCN(S(=O)(=O)c3ccccc3)CC2)C1 (stereo not given)
→ -2	2	4	3	-1	2	6	1	1

Structural class, the entries above containing an aryl methoxy group.
Every second line gives: PAFAH1B3 FP inh	GSTO1 counter	PAFAH1B2 FP inh	PAD4 FP inh	PME-1 primary	pPAFAH FP inh	LYPLA1 inh	LYPLA2 counter	PAFAH2 FP inh
2) COc1ccccc1C1Nc2cccc3cccc(c23)N1
→ 7	50*	6	-9	8	22	-6	-4	13
6) COc1cc(C(=O)Nc2nc(-c3ccc(F)cc3)cs2)ccc1OCC(=O)N1CCOCC1
→ -1	-6	-3	1	-2	1	-8	1	1

Later entries
Every second line gives: PAFAH1B3 FP inh	GSTO1 counter	PAFAH1B2 FP inh	PAD4 FP inh	PME-1 primary	pPAFAH FP inh	LYPLA1 inh	LYPLA2 counter	PAFAH2 FP inh
11) Cc1ccc(C(=O)N2CCN(Cc3ccc4c(c3)OCO4)CC2)cc1S(=O)(=O)N1CCOCC1
→ 7	15	4	-2	8	-2	-1	12	1
12) CC(Sc1nnc(Nc2ccccc2F)s1)C(=O)NC1CC1 (stereo not given)
→ 3	.	5	-2	1	-3	-3	5	1
13) COc1ccc(CNC(=O)COC(=O)c2sccc2C)cc1OC
→ 9	.	5	1	.	7	.	.	5
14) CCN1CCc2nc(NC(=O)c3ccc4c(c3)OCCO4)sc2C1
→ 2	-8	2	-3	-18	-4	-10	2	-6
15) Cc1cc(C)c2c(=O)n(CC(=O)NCCCN3CCN(c4ccccc4F)CC3)sc2n1
→ .	4	.	-5	-2	5	3	1	.
16) CCCCCCCNC1=CC(=O)CC(c2ccco2)C1 (stereo not given)
→ 6	12	6	3	0	10	-2	-2	3
17) O=C(Nc1nccs1)C1CCCCN1S(=O)(=O)c1ccccc1 (stereo not given)
→ 0	7	8	-2	7	-5	-1	-5	-8
18) CCc1nc(SCC(=O)Nc2cccc3ccccc23)[nH]c(=O)c1C
→ -3	28	3	-2	1	1	3	0	1
19) NC(=O)c1oc2ccccc2c1NC(=O)Cc1ccccc1
→ 1	1	-2	-1	3	3	1	1	-1
20) COc1cc(C(=O)Nc2ccc(Br)cc2C(=O)c2cc(OC)c(OC)c(OC)c2)cc(OC)c1OC
→ 6	-1	3	-1	4	7	-1	6	-8
21) CCn1c(SCc2ccccc2)nnc1-c1cccnc1
→ 3	1	-2	-5	1	0	-2	-1	-2
22) COc1ccc2c(Cl)c(C(=O)N/N=C/c3ccc4c(c3)OCO4)sc2c1
→ -10	-4	-1	3	-3	1	-6	-5	16
23) COc1ccc(Cl)cc1NC(=O)COC(=O)C(CC(C)C)N1C(=O)C2CC=CCC2C1=O (stereo not given)
→ 5	2	3	1	2	-3	-6	-5	-7
24) Cn1c(N)c(C(=O)COC(=O)c2cc(-c3ccccc3)nc3ccccc23)c(=O)n(Cc2ccccc2)c1=O
→ -72	-25	-44	-1	-53	3	-22	-33	-89
25) O=C1Nc2ccccc2/C1=C\c1cccn1-c1ccc(OC(F)(F)F)cc1
→ 7	9	2	0	8	10	-3	8	2
26) COc1cccc(C(=O)Nc2cc(C(F)(F)F)ccc2Cl)c1
→ -1	-2	-4	-2	-2	5	-3	-2	-7
27) COc1ccc2c(-c3ccccc3)cc(SCC(=O)N(C)C3CCS(=O)(=O)C3)nc2c1 (stereo not given)
→ -4	-29	1	-4	2	34*	-3	-2	11
28) Cc1cccc(NC(=O)NC2CC3CCC(C2)N3Cc2ccco2)c1 (stereo not given)
→ 12	-3	4	3	2	5	2	2	1
29) O=C(C1CCCN(Cc2ccc3c(c2)OCO3)C1)N1CCCC1 (stereo not given)
→ 1	1	-2	-7	-2	-3	4	4	-3
30) Cc1ccccc1CSc1n[nH]c(NS(=O)(=O)c2ccccc2)n1
→ 7	-4	8	5	8	3	-1	0	-2
31) CCOC(=O)C1CCN(C(=O)c2ccc(OCC(=O)N3CCOCC3)c(OC)c2)CC1
→ 9	-2	5	1	1	0	2	0	0
32) CC1(c2ccc3ccccc3c2)NC(=O)N(CC(=O)Nc2ncccc2O)C1=O (stereo not given)
→ -1	.	6	-2	0	0	-3	-2	-2
33) COc1ccc(CNC(=O)[C@@H]2CCCN2C(=O)[C@@H]2Cc3ccccc3CN2C(=O)OC(C)(C)C)cc1
→ 7	21	0	1	4	2	2	1	-7
34) COC(=O)[C@H](Cc1c[nH]c2ccccc12)NC(=O)NCc1ccc(OC)cc1
→ 8	1	12	-6	2	3	-3	-3	10
35) COc1ccc(CN2C[C@H]3CCCN3c3cc(Br)ccc3S2(=O)=O)cc1
→ 0	.	6	-2	.	1	.	.	8
36) O=C1C(=O)N(Cc2cccnc2)C(c2ccccn2)/C1=C(/O)c1ccc(F)cc1 (stereo not given)
→ 7	-2	-2	-4	1	-2	2	5	2
37) CCOc1c2ccc(C(=O)NCc3ccccc3OC)cc2nn1CC
→ 2	4	3	3	0	-3	2	2	3
38) O=S(=O)(Nc1ccc2c(c1)OCCO2)c1ccc(Br)s1
→ -1	-2	16	0	-19	10	-1	4	10
39) Cc1sc2nc(CN3CCCC3)nc(NCc3ccncc3)c2c1C
→ 6	-8	-1	-3	-5	3	0	3	-7
40) Cc1nc2c(C)[n+](CC(=O)c3ccccc3)ccc2n1C
→ .	2	.	-1	3	-1	4	-4	.
41) C/C(=C\c1ccccc1)C1NC(=O)c2c(sc3c2CCCC3)N1 (stereo not given)
→ -4	3	-1	1	-2	-1	0	4	-3
42) COc1ccc(N2CCN(CC(O)COC(C)(C)C)CC2)cc1 (stereo not given)
→ 6	-6	5	-3	4	2	-1	5	-2
43) Cc1cccc(NC(=O)c2ccc3nccnc3c2)n1
→ -5	-3	0	4	2	-3	-2	19	-1
44) O=C(O)c1ccc(N/N=C2/CCCc3ccccc32)cc1
→ 4	6	4	-2	-10	6	-3	-2	-6
45) CCCCN(CC)S(=O)(=O)c1ccc2c(c1)CCCN2C(C)=O
→ 5	0	3	-1	6	4	-1	6	-3
46) COc1cc(/C=C/C(=O)OCC(=O)N(C)C2CCS(=O)(=O)C2)ccc1OC(F)F (stereo not given)
→ 4	-1	3	-5	0	-5	-1	-3	-4
47) COc1ccc(C(=O)NC(=S)Nc2ccc(S(N)(=O)=O)cc2)cc1
→ 8	6	-5	-2	-2	0	2	6	0
48) O=C(Nc1ccccc1)c1nsnc1C(=O)Nc1ccccc1
→ 5	7	0	-3	1	4	2	4	-4
49) CCOC(=O)c1ccc(NC(=O)C2C3C=CC(C3)C2C(=O)O)cc1 (stereo not given)
→ 6	5	10	-8	1	4	0	-3	0
50) O=C(NCCN1CCOCC1)c1ccc(-c2ccccc2)cc1
→ 7	-4	0	-9	1	-7	-1	2	-5

Molecules listed so far that have a Cl atom (four):
Every second line gives: PAFAH1B3 FP inh	GSTO1 counter	PAFAH1B2 FP inh	PAD4 FP inh	PME-1 primary	pPAFAH FP inh	LYPLA1 inh	LYPLA2 counter	PAFAH2 FP inh
8) O=C(COC(=O)c1ccccc1C(=O)c1ccc(Cl)c([N+](=O)[O-])c1)NC1CC1
→ 2	6	0	0	1	6	4	9	16
22) COc1ccc2c(Cl)c(C(=O)N/N=C/c3ccc4c(c3)OCO4)sc2c1
→ -10	-4	-1	3	-3	1	-6	-5	16
23) COc1ccc(Cl)cc1NC(=O)COC(=O)C(CC(C)C)N1C(=O)C2CC=CCC2C1=O (stereo not given)
→ 5	2	3	1	2	-3	-6	-5	-7
26) COc1cccc(C(=O)Nc2cc(C(F)(F)F)ccc2Cl)c1
→ -1	-2	-4	-2	-2	5	-3	-2	-7

(further entries)
Every second line gives: PAFAH1B3 FP inh	GSTO1 counter	PAFAH1B2 FP inh	PAD4 FP inh	PME-1 primary	pPAFAH FP inh	LYPLA1 inh	LYPLA2 counter	PAFAH2 FP inh
51) Cn1c(=O)c2c(ncn2CC(=O)N2CCN(c3ccc([N+](=O)[O-])cc3)CC2)n(C)c1=O
→ 0	13	3	2	3	6	3	40*	1
52) CCCC1=Nc2cc(C(=O)NCCCOCC)ccc2Sc2ccccc21
→ 4	-15	11	-1	-1	5	-5	-6	5
53) CC1CCCN(C(C(=O)Nc2ccc3c(c2)OCCO3)c2ccccc2)C1 (stereo not given)
→ -4	7	-1	-2	-3	7	1	5	12
54) Cc1cccc(CSc2cn(CC(=O)N3CCOCC3)c3ccccc23)c1
→ 3	6	-2	4	7	10	4	0	2
55) Cc1ccc(NC(=S)Nc2ccc(C(C)C)cc2)cc1S(=O)(=O)N1CCCCCC1
→ -55	-18	-30	1	-41	-8	-31	-59	-42
56) CCN(CC)CC(=O)NC1CC(C)(C)Cc2c1cnn2-c1ccc(F)cc1 (stereo not given)
→ 9	3	-2	-4	-2	-1	1	0	0
57) COc1ccc(CC(=O)Nc2c3c(nn2C(C)(C)C)CS(=O)(=O)C3)cc1OC
→ 4	0	2	1	2	0	-1	25	-1
58) CC(=O)NCCNC(=O)c1ccc(Sc2ccccc2)c([N+](=O)[O-])c1
→ 10	-4	0	-4	0	5	1	2	4
59) CC(=O)Oc1ccc(NC(=O)Cc2ccccc2)c(C(=O)O)c1
→ 2	0	3	-8	-9	-6	2	-5	8
60) CC(NCC(=O)Nc1cc(S(=O)(=O)N2CCOCC2)ccc1N1CCOCC1)c1ccco1 (stereo not given)
→ 1	.	7	-2	5	1	-3	-4	-1
